CHO-K1 Ca ag: nonselective activator or artifact in parental CHO-K1 cells. Fluo-8 calcium fluorescence; scaled to maximal ATP response, vehicle zero. activation, % at 3 µM. 360,000 compounds, 0.48% hits. AID 602248; in the data active = activation above about 15%;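 note: untransfected CHO-K1 host cells lacking M1 receptor as counterscreen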
V1R ag counter: counter-screen for oxytocin receptor agonists: human V1a receptor agonists; 320,000 compounds, 0.25% hits; CHO-V1R cells, Fluo-8 calcium fluorescence, agonist mode; 0% DMSO, 100% 3 nM vasopressin; activation, % at 3 µM; P37288;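 active = activation above the mean activation of all tested compounds plus 3 SD, per screening run, cut at about 20% in these data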;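 note: signal is peak over basal fluorescence ratio across a 100 second FLIPR read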
Target sequence (P37288 whole entry, looked up): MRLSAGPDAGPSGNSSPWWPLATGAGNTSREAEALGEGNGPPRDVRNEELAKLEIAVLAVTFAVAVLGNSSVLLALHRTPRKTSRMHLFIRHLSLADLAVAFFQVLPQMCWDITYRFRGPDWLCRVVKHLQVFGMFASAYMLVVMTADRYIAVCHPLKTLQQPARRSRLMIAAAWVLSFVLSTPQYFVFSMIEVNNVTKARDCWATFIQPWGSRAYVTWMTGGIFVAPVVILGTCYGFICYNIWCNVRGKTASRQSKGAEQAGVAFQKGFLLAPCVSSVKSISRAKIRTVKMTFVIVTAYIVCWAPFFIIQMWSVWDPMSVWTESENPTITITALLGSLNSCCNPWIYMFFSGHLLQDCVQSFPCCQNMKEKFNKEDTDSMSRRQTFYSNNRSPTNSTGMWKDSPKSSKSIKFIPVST
CHO-K1 Ca PAM: counter-screen for M1 PAMs: effect in parental CHO-K1 cells; ATP EC20, Fluo-8 calcium fluorescence; 0% at ATP EC20, 100% at ATP max; activation, % at 3 µM; 360,000 compounds, 0.02% hits; AID 602247;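 active = activation above the run cutoff, the mean activation of all test compounds plus 3 SD, cut at about 40% in these data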;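 note: peak over basal fluorescence ratio in a 140 s read after ATP addition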
OXTR potentiator: potentiators of human oxytocin receptor. P30559. CHO-OTR cells, Fluo-8 calcium fluorescence, potentiator mode; 0% = oxytocin EC15, 100% = EC100. activation, % at 3 µM. 320,000 compounds, 0.061% hits. AID 2445;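 active = activation above that plate's cutoff, the mean activation of tested compounds plus 3 SD, cut at about 6.6% in these data, passing the limit was not always enough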;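 note: 100% uses oxytocin at 75 nM as the full agonist control; some results filed as inactive read as strong as hits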
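assay system = CHO-OTR cells, human receptor | schedule = compound 6 min at room temperature before oxytocin, 100 s read | detection = Fluo-8 intracellular calcium fluorescence, ex 470-495, em 515-575 nm | evaluation = normalized max/min fluorescence ratio, % activation | control set = EC15 oxytocin alone as 0%, 75 nM oxytocin (EC100) as 100%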
OXTR agonist: agonists of human oxytocin receptor. AID 2435. 320,000 compounds, 0.32% hits. P30559. CHO-OTR cells, Fluo-8 calcium fluorescence; normalized: DMSO 0%, oxytocin 100%. activation, % at 3 µM;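 active = activation above the mean of all tested compounds plus 3 SD, cutoff set per screening run, cut at about 20% in these data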;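 note: peak over basal fluorescence ratio from a 100 s FLIPR kinetic read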
TAAR1 antag: antagonists of human TAAR1 | 360,000 compounds, 1.5% hits | inhibition, % at 3 µM | Q96RJ0 | CHO RD-HGA16 TAAR1, Fluo-8 calcium fluorescence, antagonist;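 active = inhibition above a per-plate cutoff, the mean inhibition of test compounds on that plate plus 3 SD, cut at about 49% in these data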;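 note: 0% = DMSO plus EC80 beta-PEA response and 100% = DMSO alone without agonist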
Target sequence (Q96RJ0 whole entry, looked up): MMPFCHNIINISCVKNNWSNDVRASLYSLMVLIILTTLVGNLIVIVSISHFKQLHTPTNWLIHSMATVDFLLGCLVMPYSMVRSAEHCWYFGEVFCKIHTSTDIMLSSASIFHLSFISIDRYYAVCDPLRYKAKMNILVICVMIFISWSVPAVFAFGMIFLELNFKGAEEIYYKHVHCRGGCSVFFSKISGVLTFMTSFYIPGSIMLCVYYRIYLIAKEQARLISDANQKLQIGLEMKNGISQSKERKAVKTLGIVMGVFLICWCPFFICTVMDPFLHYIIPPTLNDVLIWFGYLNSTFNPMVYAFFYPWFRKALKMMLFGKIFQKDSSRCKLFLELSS
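Assay system: CHO-derived RD-HGA16 cells stably expressing human TAAR1 plus Gα16. Timing: 140 s kinetic read after compound, 140 s after agonist. Technique: kinetic Fluo-8 calcium fluorescence measurement. Measure: % inhibition of agonist calcium response.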
CHO parental Ca: signal in parental CHO cells, OX1R antagonist counter-screen; parental CHO-K1, ATP-induced calcium, Fluo-8 fluorescence; inhibition, % at 5.6 µM; 330,000 compounds, 0.63% hits; AID 463079;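 active = inhibition above that plate's mean sample inhibition plus 3 SD, cut at about 26% in these data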;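 note: 0% = ATP-challenged DMSO wells and 100% = DMSO wells without ATP; some compounds past the cut are filed as inactive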
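Material – parental CHO cells · Reagent – ATP stimulus · Compound – single nominal dose of 5.6 µM per compound · Detection – Fluo-8 fluorescence · Read-out basis – percent inhibition of calcium signal · Controls – ATP-challenged DMSO wells low, unchallenged DMSO wells high · Repeats – no replicates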
GPR7 antag: antagonists of human GPR7 (neuropeptides B/W receptor 1); AID 1861; inhibition, % at 4.4 µM; P48145; 290,000 compounds, 1.1% hits; GPR7-expressing cells, fluorescence antagonist assay; in the data active = inhibition above about 16%, passing the limit was not always enough;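 note: cells stimulated with the agonist NPW; 0% = agonist with vehicle and 100% = vehicle without agonist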
CHO-K1 Ca antag: nonselective inhibitor or artifact in parental CHO-K1 cells; inhibition, % at 3 µM; 360,000 compounds, 0.6% hits; AID 602250; ATP-induced calcium, Fluo-8 fluorescence;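 active = inhibition above a per-plate cutoff, the plate's mean sample inhibition plus 3 SD, cut at about 24% in these data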;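 note: 0% = DMSO plus EC80 ATP and 100% = DMSO alone without ATP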
An asterisk follows results filed as active; nt = no result given.

SMILES | CHO-K1 Ca ag | V1R ag counter | CHO-K1 Ca PAM | OXTR potentiator | OXTR agonist | TAAR1 antag | CHO parental Ca | GPR7 antag | CHO-K1 Ca antag
CC(C)S(=O)(=O)N1CCCC(c2cc(C(=O)NCc3ccccc3)no2)C1 (stereo unspecified) | -0.1 | nt | 7 | nt | nt | -17 | nt | nt | -3
C=CCn1c2c(c(=O)[nH]c1=S)CN(C(C)c1ccccc1)CN2 (stereo unspecified) | 1.2 | -0.2 | -10 | 2 | 1.0 | -16 | -3 | 3 | 4
O=C(O)C1=CCCN(CCON=C(c2ccccc2)c2ccccc2)C1 | 0.8 | 0.7 | 13 | -4 | -0.2 | -15 | 3 | nt | 3
O=C(O)C1CC(c2ccc(F)cc2)=NO1 (stereo unspecified) | 1.0 | -0.2 | 20 | 2 | 0.0 | -11 | 0 | 0 | -4
O=C1c2ccccc2S(=O)(=O)c2cc(C(=O)N3CCCC3)ccc21 | -0.8 | -0.1 | 13 | 5 | -1.2 | -17 | -15 | nt | -16
O=C(O)/C=C/c1ccc2noc(-c3ccccc3)c2c1 | 0.5 | 0.3 | -3 | -2 | 0.1 | -26 | 0 | -17 | -2
CCCc1cc(=O)[nH]c(SCC(=O)N2C(C)CCCC2C)n1 (stereo unspecified) | 0.0 | 1.4 | -6 | -3 | 0.2 | -15 | -10 | 5 | 7
O=C(NC1CCCCC1)C(c1cccs1)N(C(=O)C(F)(F)F)c1ccccc1 (stereo unspecified) | -0.1 | -1.2 | 17 | -1 | -2.1 | 2 | -13 | 13 | -35
CC(C)[C@H]1COCCS(=O)(=O)N1Cc1ccccc1-c1cccc(Cl)c1 | 0.3 | nt | 5 | nt | nt | -24 | -35 | nt | 11
O=C(O)CC/C(=N\NC(=O)CNC(=O)/C=C/c1ccccc1)c1ccccc1 | -0.4 | -1.1 | 17 | -7 | -2.2 | -31 | 1 | -13 | -14
COC(=O)[C@@]1(Cc2ccc(F)cc2)[C@H]2c3cc(C(=O)N4CCCC4)n(CCc4ccccn4)c3C[C@H]2CN1C(=O)c1ccccc1 | nt | 5.0 | nt | 0 | 8.4 | 16 | -26 | 24 | nt
O=C(CCc1ccccc1)Nc1ccc(Cl)cn1 | -0.2 | -0.8 | 6 | -3 | -2.8 | -6 | -8 | -6 | 7
N=c1c(C(=O)NCC2CCCO2)cc2c(=O)n3ccccc3nc2n1Cc1cccnc1 (stereo unspecified) | 1.0 | 0.3 | 16 | -4 | 0.1 | -1 | 2 | -5 | -3
CC(=O)Nc1cc(NC(C)=O)cc(C(=O)N2CCCC3CCCCC32)c1 (stereo unspecified) | 2.0 | 1.5 | 10 | -8 | 0.4 | -4 | 5 | -3 | -15
COc1cccc(C2c3[nH]c4ccccc4c3C[C@H]3C(=O)N(CCCOC(C)C)CC(=O)N23)c1 (stereo partly specified) | 1.6 | 2.1 | 11 | -6 | 0.3 | 0 | -10 | -14 | -5
CCOC(=O)CSc1nc2c(c(=O)[nH]c(=O)n2C)n1CCc1ccccc1 | 1.4 | 1.4 | 10 | -9 | -0.7 | -20 | 7 | -6 | -1
Cc1ccc(NC(=O)c2cc(S(=O)(=O)N3CCOCC3)c(Br)s2)cc1 | 3.3 | 2.1 | -6 | -5 | 0.5 | 9 | -21 | -10 | 3
CSc1ccc(CN2C(=O)NC3(CCCCC3)C2=O)cc1 | 1.7 | -0.9 | 22 | -3 | -2.1 | 6 | -6 | 14 | -1
COc1cccc(/C=N/NC(=O)C(=O)NCc2cccnc2)c1 | -1.5 | -1.6 | 6 | -5 | -1.5 | -24 | -32 | -9 | -19
Cc1cc(C)cc(C(=O)OCC(=O)NC(=O)NC2CCCC2)c1 | 1.1 | -0.8 | 22 | -6 | -1.5 | -1 | -8 | nt | -17
CC(C)c1ccc(C2NC(=O)CCC2[N+](=O)[O-])cc1 (stereo unspecified) | -0.2 | -0.2 | -8 | -10 | -0.8 | -18 | 6 | 3 | 9
O=C(Cn1cnc2c(NCc3ccccc3)ncnc21)NCc1ccccc1 | 0.5 | nt | 7 | nt | nt | -22 | -4 | nt | 0
COc1nc(C)cc(C)c1S(=O)(=O)c1ccccc1C | 0.6 | -1.2 | -8 | -5 | -2.2 | -6 | 5 | -14 | -14
C[C@H](NC(=O)c1nc[nH]c1C(=O)N[C@@H](Cc1ccccc1)C(=O)OCc1ccccc1)C(=O)OCc1ccccc1 | 1.3 | 3.3 | 14 | -8 | 1.1 | 27 | -18 | -24 | -17
CC(C)(C)c1cccc(OCCCSc2ncccn2)c1 | -0.1 | -1.4 | 7 | 2 | -0.4 | -5 | -15 | -5 | 0
Cc1ccn2c(=O)nc(SCC(=O)Nc3cc(C)on3)nc2c1 | 0.3 | -1.3 | 2 | -10 | -0.3 | 2 | -9 | nt | -1
COc1cccc(C2CC(c3ccc(Cl)cc3Cl)n3nc(N)nc3N2)c1 (stereo unspecified) | 0.6 | 3.6 | 14 | -3 | 4.5 | 16 | -17 | 27* | -4
COc1ccc(CCN(C)C/C=C/c2ccccc2[N+](=O)[O-])cc1OC | -0.4 | nt | 25 | nt | nt | -25 | nt | -10 | -10
COc1cc2[nH]c(=O)n(CCC(=O)NCCCN3CCN(c4ccccc4F)CC3)c(=O)c2cc1OC | 6.2 | 0.7 | 23 | -1 | 0.6 | -9 | -8 | -3 | -10
O=C(Nc1cccc(F)c1)Nc1ccc2c(c1)OCO2 | 7.7 | nt | -8 | nt | nt | -2 | nt | -8 | 11
Cc1ccc(NC(=O)O/N=C2\CCCCC2c2ccc([N+](=O)[O-])cc2[N+](=O)[O-])cc1 (stereo unspecified) | -0.1 | -0.8 | 0 | 0 | -2.1 | 9 | -21 | 0 | -7
Cc1ccc(NC(=O)Cn2c(O)c(N=NC(=O)c3ccncc3)c3ccccc32)cc1 | 0.2 | 0.3 | 10 | -5 | 0.5 | nt | -16 | -8 | -13
O=C(O)CCCCCN1C(=O)c2ccc(C(=O)O)cc2C1=O | 2.6 | 0.3 | 6 | -6 | 0.4 | -1 | -7 | 0 | -6
C/C=C/C(=O)OCC(=O)Nc1cccc(F)c1 | 0.6 | 0.8 | 22 | -19 | -0.8 | 2 | -2 | -6 | -18
CC(=O)C1C(c2ccccc2)c2c(noc2C)CC1(C)O (stereo unspecified) | -0.1 | -1.8 | 11 | 7 | -0.2 | -18 | -20 | -1 | -8
CN(c1ccccc1)S(=O)(=O)c1ccc(Cl)c(C(=O)Nc2ccc(-c3nc4ccccc4[nH]3)cc2)c1 | 4.1 | 3.4 | 15 | -11 | 0.8 | 47 | 13 | -2 | 1
O=C(NC(=S)NC1CCCC1)c1ccccc1Br | 0.5 | -1.2 | 14 | -2 | -2.1 | -17 | -19 | -4 | -7
Cc1cc(C(=O)N2CCN(c3ccc([N+](=O)[O-])cc3)CC2)no1 | 1.6 | 3.8 | 12 | -7 | 2.0 | -9 | 0 | -1 | 2
COC(=O)c1ccc(NC(=O)Nc2ccc3c(c2)OCO3)cc1 | 14 | 13 | -11 | -10 | 11 | 19 | 1 | 4 | 7
O=C(Nc1cccc(C(=O)N2CCCC2)c1)C1CCCCC1 | 0.5 | nt | 10 | nt | nt | 15 | nt | nt | 0
N#Cc1c(-c2ccccc2)nc(SCC(=O)N(c2ccccc2)c2ccccc2)[nH]c1=O | -0.1 | 0.9 | 1 | -4 | 0.1 | -28 | -5 | 3 | -1
CC1(C)OC(=O)C=C(CC2NS(=O)(=O)OC3CCCCC23)O1 (stereo unspecified) | 0.1 | -0.5 | 11 | -5 | 0.5 | 6 | -6 | -3 | -9
Cc1noc(C)c1C(=O)Nc1ccc(F)c(F)c1 | 0.5 | 0.0 | 16 | -9 | -0.3 | 0 | 5 | 9 | -4
Cc1oc(/N=C/c2ccc(F)cc2)c(C#N)c1C | -0.2 | nt | -15 | nt | nt | 2 | nt | -3 | 6
Cc1ccc(S(=O)(=O)CC#CCOC(=O)c2ccc([N+](=O)[O-])cc2)cc1 | nt | -1.2 | nt | -8 | -1.6 | nt | -19 | -6 | nt
CCOC(=O)C(C)n1nc(/C=C/c2ccccc2)ccc1=O (stereo unspecified) | 0.5 | 0.4 | -1 | -19 | 0.0 | -4 | -7 | -3 | 7
O=c1cc(CSc2nnnn2-c2ccccc2)nc2sccn12 | 2.1 | 0.8 | 7 | -8 | 0.8 | 6 | -6 | -8 | -8
Cc1ccc(CN2CCNC(=O)C2CC(=O)N(C)CCc2cnn(C)c2)cc1 (stereo unspecified) | 3.8 | nt | 4 | nt | nt | -15 | nt | -14 | 5
CCCCCc1c(Cc2ccccc2)ncn1CCc1ccccc1OC | 6.7 | nt | 3 | nt | nt | 66* | nt | nt | 23
CC(C)N(C(=O)C(=O)c1cccn1-c1ccccc1C#N)C(C)C | 0.1 | 2.5 | -4 | 2 | 0.5 | 4 | -5 | 11 | 4
O=C(O)C1C2CC2CN1C(=O)c1ccc(Cl)cc1 (stereo unspecified) | -0.3 | 0.5 | 11 | -2 | -0.3 | -4 | -13 | -15 | -10
O=C(NC1CCCCCC1)C(=S)NC1CCCCC1 | 1.2 | 0.9 | 14 | -3 | -0.1 | -1 | 0 | 6 | -6
O=C(c1ccc(S(=O)(=O)Nc2ccccc2Cl)cc1)N1CCCC1 | 0.3 | 0.1 | -14 | -6 | 1.2 | 15 | -10 | nt | -9
CN(c1ccccc1)S(=O)(=O)c1ccc(C(=O)NCc2cccs2)cc1 | 2.7 | 4.0 | 16 | -1 | 1.7 | -3 | 7 | 0 | -10
COc1ccc(N2C(=O)CC(NCCNc3ccc([N+](=O)[O-])cn3)C2=O)cc1 (stereo unspecified) | 0.2 | 0.8 | 23 | 0 | 0.0 | -6 | -7 | 4 | -5
COc1ccccc1CNS(=O)(=O)c1ccc(-n2cnnn2)c(OC)c1 | 3.7 | 1.4 | 0 | -15 | 2.0 | 9 | 13 | -1 | -6
CCN(CC)CCC(c1ccc(N(C)C)cc1)c1c(O)cc(OC)cc1OC (stereo unspecified) | 1.8 | 1.8 | 12 | -10 | 4.0 | -12 | -11 | nt | -3

Arranged by value in TAAR1 antag (descending): three from the list above.
smiles | TAAR1 antag
Cc1cc(C(=O)N2CCN(c3ccc([N+](=O)[O-])cc3)CC2)no1 | -9
Cc1ccc(CN2CCNC(=O)C2CC(=O)N(C)CCc2cnn(C)c2)cc1 (stereo unspecified) | -15
CC(=O)C1C(c2ccccc2)c2c(noc2C)CC1(C)O (stereo unspecified) | -18

Screening results (PubChem BioAssay)
